Compound activity: PubChem, several laboratories
ADAM17 inh – inhibits human ADAM17. P78536. recombinant ADAM17, EDANS/DABCYL FRET peptide cleavage. inhibition, % at 6.95 µM. 370,000 compounds, 0.83% hits. AID 720648;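 active = inhibition above the mean of compounds lying between control limits plus 3 SD, set per campaign, cut at about 8.5% in these data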;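 also: 0% = DMSO-only wells as the low control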
MBD2 inh – inhibitors of human MBD2 binding to methylated oligonucleotide | Q9UBB5 | TR-FRET | inhibition, % at 4.4 µM | 370,000 compounds, 0.31% hits | AID 686964; in the data active = inhibition above about 13%
Target sequence (Q9UBB5 whole entry, looked up): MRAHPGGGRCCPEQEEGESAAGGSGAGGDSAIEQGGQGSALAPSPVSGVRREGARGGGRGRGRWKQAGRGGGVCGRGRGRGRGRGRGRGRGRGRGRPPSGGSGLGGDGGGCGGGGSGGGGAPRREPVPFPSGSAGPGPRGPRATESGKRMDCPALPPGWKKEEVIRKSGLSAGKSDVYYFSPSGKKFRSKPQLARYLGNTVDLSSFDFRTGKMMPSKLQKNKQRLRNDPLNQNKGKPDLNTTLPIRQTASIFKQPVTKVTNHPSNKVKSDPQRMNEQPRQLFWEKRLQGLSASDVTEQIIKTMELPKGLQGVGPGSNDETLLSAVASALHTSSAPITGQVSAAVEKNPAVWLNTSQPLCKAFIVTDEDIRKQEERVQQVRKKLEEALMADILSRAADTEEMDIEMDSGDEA
ssDAF-12 act – S. stercoralis DAF-12 activation, primary screen. 370,000 compounds, 1% hits. activation, % at 6.8 µM. HEK293 ssDAF-12/GRIP1 lit1-tk-luc reporter, luminescence; % of 3 µM dafachronic acid response;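 active = activation above the mean over all tested compounds plus 3 SD, cut at about 0.9% in these data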;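 also: 0% = DMSO-only wells and 100% = 3 µM delta7-dafachronic acid wells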
hgDAF-12 ag – agonists of H. glycines DAF-12 nuclear receptor. activation, % at 6.8 µM. HEK293 GAL4-hgDAF12 UAS-luciferase reporter, agonist luminescence; normalized to butyrate control. AID 687014. 370,000 compounds, 1.8% hits;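 active = activation above a cutoff set at the mean of all screened compounds plus 3 SD, cut at about 10% in these data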;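 also: 0% = DMSO wells and 100% = sodium butyrate wells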
hcDAF12 agonist – H. contortus DAF-12 activation, primary screen; activation, % at 6.8 µM; HEK293 hcDAF-12 lit1-tk-luc reporter, luminescence; 0% DMSO, 100% Δ7-dafachronic acid; 370,000 compounds, 1.4% hits;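 active = activation above the mean of all tested compounds plus 3 SD, cut at about 5.5% in these data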;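 also: 100% = response to 3 µM Δ7-dafachronic acid high control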
DAX1 inh-1 – inhibits human nuclear receptor DAX1; P51843; HEK293 Gal4-DAX1 luciferase reporter, luminescence; inhibition, % at 6.75 µM; 340,000 compounds, 0.99% hits; AID 504766;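 active = inhibition above the mean over all tested compounds plus 3 SD, cut at about 4.2% in these data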;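 also: 0% = DAX1-transfected cells with DMSO and 100% = empty-vector control cells with DMSO; inhibition shows as a rise in luminescence from relieved DAX1 repression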
Rev-erbA mod – modulates human Rev-erb alpha binding to DNA; P20393; Rev-erbα–FITC-DNA binding, fluorescence polarization, 90 min; activity, % at 10 µM; 370,000 compounds, 0.79% hits;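 active = activity above about 14%, limit read from the data; passing the limit was not always enough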;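 also: 0% = DMSO wells with 35 nM protein and 100% = DMSO wells with 750 nM protein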
Target sequence (P20393 whole entry, looked up): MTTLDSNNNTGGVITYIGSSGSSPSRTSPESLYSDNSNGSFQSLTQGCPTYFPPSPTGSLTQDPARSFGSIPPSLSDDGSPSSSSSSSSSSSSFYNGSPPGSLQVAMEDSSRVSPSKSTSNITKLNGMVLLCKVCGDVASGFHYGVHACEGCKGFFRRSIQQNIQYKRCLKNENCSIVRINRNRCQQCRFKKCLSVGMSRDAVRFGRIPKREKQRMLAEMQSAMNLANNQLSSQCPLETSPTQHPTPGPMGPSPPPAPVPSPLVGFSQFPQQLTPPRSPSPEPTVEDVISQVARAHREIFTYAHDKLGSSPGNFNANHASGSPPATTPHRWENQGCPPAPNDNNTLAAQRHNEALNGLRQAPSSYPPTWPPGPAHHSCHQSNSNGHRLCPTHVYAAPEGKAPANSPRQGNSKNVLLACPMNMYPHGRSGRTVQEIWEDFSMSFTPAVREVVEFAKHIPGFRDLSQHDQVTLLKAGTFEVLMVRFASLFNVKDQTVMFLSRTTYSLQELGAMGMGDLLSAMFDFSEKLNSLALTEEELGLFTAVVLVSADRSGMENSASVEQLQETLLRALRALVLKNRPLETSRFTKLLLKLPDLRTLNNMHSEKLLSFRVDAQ
SMARCA2 activ – SMARCA2 function activation, primary screen | MG213 cells, MMTV-luciferase reporter, dexamethasone, overnight | activation, % at 9.1 µM | 370,000 compounds, 1% hits; in the data active = activation above about 7.8%;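 also: 0% = vehicle wells and 100% = reference activator wells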
PLCb3 inh – blocks human PLC-beta3 enzyme activity. Purified PLC-beta3, fluorogenic substrate, fluorescence. inhibition, % at 12.2 µM. 370,000 compounds, 0.18% hits; in the data active = inhibition above about 11%;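 also: 0% = median of compound wells on plate and 100% = full blocker control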
DAX1 inh-2 – inhibitors of DAX1 repression of SF-1 activated StAR promoter | 370,000 compounds, 1.1% hits | AID 652010 | HEK293T StAR-luciferase reporter, SF-1/DAX-1 repression relief | inhibition, % at 6.8 µM;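 active = inhibition above the mean over all tested compounds plus 3 SD, cut at about 3.6% in these data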;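 also: 0% = DAX-1 cells with DMSO and 100% = cells lacking DAX-1 with DMSO; higher inhibition means more luminescence from relief of DAX-1 repression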
PLC-gamma1 inh – blocks human PLC-gamma1 enzyme activity. 370,000 compounds, 0.84% hits. inhibition, % at 12.2 µM. purified PLC-gamma1, fluorogenic substrate, fluorescence. AID 720700; in the data active = inhibition above about 9.5%
Numbers without * were called inactive; x = not tested or not shown.

Values run as follows: ADAM17 inh, MBD2 inh, ssDAF-12 act, hgDAF-12 ag, hcDAF12 agonist, DAX1 inh-1, Rev-erbA mod, SMARCA2 activ, PLCb3 inh, DAX1 inh-2, PLC-gamma1 inh
O=C(NC(=S)NCCc1ccccn1)c1ccco1
→ -5, 6, -0.5, 4.7, 2.5, 0.3, -4, -1, -1, -0.9, 1
O=C(NCc1ccccc1)[C@H]1CCCN1C(=O)[C@H]1CCCN1C(=O)N1CCOCC1
→ -5, -4, -0.5, -0.8, 0.8, x, -4, 1, 2, 0.2, -1
Cc1cc(N2CCN(C)CC2)nc2ccc(NC(=O)c3ccc(Br)o3)cc12
→ -4, 2, -1.0, 1.3, -0.3, 1.1, 12, 2, -13, 0.2, -8
Cc1ccc(C)c(S(=O)(=O)NC2CCSC2=O)c1 (stereo not drawn)
→ -5, -6, -1.0, 3.4, -1.1, -0.5, 8, -1, 1, 0.4, 4
Cc1ccc(C)c(S(=O)(=O)N2CCN(C(=O)Cn3c(C(F)(F)F)nc4ccccc43)CC2)c1
→ -5, 0, -0.7, 0.1, 0.4, -0.2, 3, -4, 2, 0.1, -1
COc1ccc(C(=O)CSc2nnc(NC(=O)C3CC(=O)N(c4cccc(OC)c4)C3)s2)cc1 (stereo not drawn)
→ 1, -4, -0.5, 0.8, 1.6, 2.6, 4, 1, -26, -0.2, -1
C[C@H]1COc2cc(Br)ccc2S(=O)(=O)N1Cc1cn(Cc2ccco2)nn1
→ -4, -3, -0.3, -1.9, -3.0, x, -3, 3, 0, -0.4, -1
COc1ccccc1N(C(=O)c1ccco1)C(C(=O)NC1CCCCC1)c1cc(OC)c(OC)c(OC)c1 (stereo not drawn)
→ -5, -2, -1.1, 3.7, -1.4, -1.3, -1, -1, -1, -0.5, -2
COc1ccc(-c2cc(C(=O)NCc3ccco3)c3ccccc3n2)cc1OC
→ -9, -3, -2.3, -1.7, -2.1, 0.9, 1, 0, -145, -0.5, -113
CC1(C)CC(NC(=O)C2CCC(=O)N(C3CC3)C2)CC(C)(C)C1 (stereo not drawn)
→ 0, -2, -1.0, 4.3, 0.6, 0.7, 2, -2, -3, -0.1, 0
Nc1ncc(Br)cc1S(=O)(=O)N1CCCCCC1
→ -7, 6, -0.7, 3.4, -0.1, 0.9, -4, 0, -8, 0.1, -4
O=C(Nc1ccc(Cl)c([N+](=O)[O-])c1)c1ccco1
→ 0, 4, -0.4, -1.3, -0.3, 1.4, 3, -1, -2, -0.4, 0
Cc1csc(NC(=O)c2ccc3nc[nH]c3c2)n1
→ -5, 2, 0.1, 20*, 9.8*, 1.2, 4, 3, -11, 2.5, -3
CC1CN(CCOc2ccccc2-c2ccccc2)CC(C)O1 (stereo not drawn)
→ 0, 4, -1.8, -3.1, -3.2, -0.1, -4, -3, 3, -0.1, -3
O=C(CC(=O)Nc1ccccc1[N+](=O)[O-])Nc1ccccc1[N+](=O)[O-]
→ -3, -5, -1.6, -2.8, -3.6, 0.1, -1, -2, -3, -0.3, 1

Next section; the last two above are carried over.
Values run as follows: ADAM17 inh, MBD2 inh, ssDAF-12 act, hgDAF-12 ag, hcDAF12 agonist, DAX1 inh-1, Rev-erbA mod, SMARCA2 activ, PLCb3 inh, DAX1 inh-2, PLC-gamma1 inh
CC1CN(CCOc2ccccc2-c2ccccc2)CC(C)O1 (stereo not drawn)
→ 0, 4, -1.8, -3.1, -3.2, -0.1, -4, -3, 3, -0.1, -3
O=C(CC(=O)Nc1ccccc1[N+](=O)[O-])Nc1ccccc1[N+](=O)[O-]
→ -3, -5, -1.6, -2.8, -3.6, 0.1, -1, -2, -3, -0.3, 1
COc1cc(OC)cc(-c2nnc(Nc3nc4c(F)cccc4s3)o2)c1
→ -8, 1, -0.7, -2.0, 0.3, 0.8, 0, -2, -57, -0.8, -32
Cc1ccc(NC(=O)c2oc3ccccc3c2NC(=O)C2CCCO2)cc1C (stereo not drawn)
→ 3, -1, -0.9, 10, 3.3, 2.0, -6, -2, -53, 2.8, -32
O=C(NCC(=O)N1CCN(C/C=C/c2ccccc2)CC1)c1ccc(OC(F)F)cc1
→ -6, 4, -2.1, -4.4, 1.1, -0.6, -5, -2, -5, -2.1, 3
COc1ccc(-c2cc(NC(=O)Cc3c(C)[nH]c4ccccc34)ccc2Nc2cccnc2)cc1F
→ 0, -1, 0.1, -1.0, 3.7, x, 1, -1, 0, 0.7, 1
O=C(O)/C=C/c1cn(-c2ccccc2)nc1-c1cccc([N+](=O)[O-])c1
→ -3, -5, 0.7, 0.0, 1.3, 1.3, -3, 2, -6, 0.1, -1
Cc1ccc(C(O)c2ncc(-c3ccccc3Cl)[nH]2)c(C)c1 (stereo not drawn)
→ 0, -1, -0.1, 1.5, -1.3, x, -1, 3, 5, -1.0, 3
Cc1cccc(NC(=O)Oc2ccc(Cl)c3cccnc23)c1
→ -2, 0, -0.8, 8.2, 2.1, -0.1, 8, 2, -1, 1.2, 1
NC(=O)Cc1nc(-c2ccccc2)cs1
→ 1, 3, -0.4, -1.1, 0.7, -0.3, -3, -2, 0, -0.2, -1
CSc1nc(=S)n(-c2cc(C)ccc2C)c(C)c1C(C)=O
→ -6, 1, -1.2, 2.6, -1.9, 0.1, 9, -1, -5, -0.7, 2
CCCCCNC(=O)C1C(=O)Nc2ccccc2C(=O)N1C(C)(C)C (stereo not drawn)
→ -13, 9, -0.5, 2.6, -0.2, x, 0, -5, -20, 0.5, -11
COc1ccc(-c2csc(NC(=O)Cc3ccccc3F)n2)c(OC)c1
→ 3, 3, -1.4, 0.9, 0.1, -0.7, -2, -2, -2, -0.6, -2
CCN(CC)S(=O)(=O)c1ccc(Cl)c(NC(=O)c2ccc(C#N)cc2)c1
→ 0, 4, -1.8, -0.1, -3.8, -1.2, -1, -3, -2, -0.7, 0
COc1ccc(CCNC(=O)CCCn2c(=S)[nH]c3cc4c(cc3c2=O)OCO4)cc1OC
→ -1, -8, -1.5, 1.7, -0.8, -0.4, 4, -1, 1, -0.4, 2
Cc1cccc(C)c1NC(=S)NN1CCN(C)CC1
→ 2, 1, -0.9, -1.9, -1.2, 1.0, -3, -1, -2, 0.1, -1
C[C@H](CO)N1C[C@H](C)[C@@H](CN(C)C(=O)Nc2ccccc2F)Oc2ncc(Br)cc2C1=O
→ -5, 2, -1.7, 2.6, -1.0, -0.3, 3, 0, 1, -0.8, -2
C(=C\c1ccccc1)/CN1CCN(C(c2ccccc2)c2nnnn2-c2ccc3c(c2)OCCO3)CC1 (stereo not drawn)
→ 14*, -5, -2.0, -2.3, -0.4, x, -1, -2, 1, -2.3, 9
O=C(COc1ccc(Cl)cc1Br)NC1CC1
→ -1, -2, -0.8, 3.0, 0.3, -0.3, -1, -2, -10, 1.3, -2
Cc1cc(C)c(C#N)c(SCC(=O)Nc2c(C)n(C)n(-c3ccccc3)c2=O)n1
→ -8, 5, -1.5, -2.3, -1.0, 0.2, 0, -1, -1, -1.1, 2
Cc1ccc(NC(=O)COc2ccccc2)c(NC(=O)c2ccccc2C)c1
→ 8, 2, -1.8, -0.9, -1.4, -0.1, -5, -7, 4, -0.4, 6
Cc1cc(C)c(C)c(S(=O)(=O)Nc2ccccc2N2CCOCC2)c1C
→ 1, 3, -1.1, 0.1, -2.0, -0.5, 2, 1, -8, -2.6, 1
CC1(C)C(=O)Nc2ccccc2N1C(=O)COC(=O)COc1cccc(C(F)(F)F)c1
→ 6, -6, -0.4, 2.5, 0.5, 1.3, -5, -1, -4, 0.2, 1
C=CCOc1ccc2cccc(/C=N/NC(=O)c3cc4cc([N+](=O)[O-])ccc4s3)c2c1
→ -6, 3, -0.3, 1.2, 0.4, 0.6, 5, -1, 2, 0.8, 2
O=C(CCC1CCCN(Cc2ccncc2)C1)NCc1ccc(F)c(F)c1 (stereo not drawn)
→ -2, 4, -0.9, -0.8, -0.7, -1.4, 4, -1, -3, 0.2, 2
CCOC(=O)N1CCC(NC(=O)CCC(=O)N2CC(C)Oc3ccc(Cl)cc32)CC1 (stereo not drawn)
→ 0, -1, -1.2, -0.9, -1.4, 1.3, -2, 1, 3, -0.7, -1
CCN(CC)CCN(C(=O)C1=COCCO1)c1nc2cc3c(cc2s1)OCO3
→ -2, -2, -0.4, 1.3, -1.1, 0.0, 5, 7, -6, -0.2, 2
Cc1cccc(C2c3[nH]c4ccccc4c3CCN2C(=O)c2ocnc2C)n1 (stereo not drawn)
→ -2, 4, 0.8, -4.0, 1.6, -1.9, -4, -2, -5, -0.1, -2
O=C(Nc1cccc(S(=O)(=O)N2CCCCC2)c1)c1ccccn1
→ -2, -1, -0.8, -1.2, 0.1, 0.5, -2, 1, -2, -0.7, 2
NC(=O)COC(=O)C1c2ccccc2Oc2ccccc21
→ -2, -2, -1.1, -1.4, -1.8, 0.7, -1, -1, 5, 0.2, 5
Cc1cc(C)cc(OCc2nc3ncc(Br)cc3[nH]2)c1
→ -1, -1, -0.7, 2.5, -0.3, -1.2, 62*, 1, -2, -0.9, -1
CCN(CC)C(=O)Oc1cc(=O)n2c3c(cccc13)CCC2
→ -8, -5, -0.7, 0.8, 0.2, -0.9, 5, 0, -1, 0.3, -2
COc1ccc(S(=O)(=O)N2CCCOC2CNC(=O)C(=O)NCc2cccnc2)cc1 (stereo not drawn)
→ 2, -1, -0.6, -3.5, -0.4, 0.1, -1, -3, -2, -0.5, 1
CCOC(=O)c1cc2occc2n1CC(=O)N1CCOCC1
→ -6, 3, -0.8, -0.7, 0.9, -0.1, 2, -3, -3, 0.0, -2
CCCCCC1C(=O)C[C@@H]2CCN3C(=O)CCC[C@H]1[C@H]23 (stereo partly drawn)
→ -2, 2, -1.4, 3.5, -1.2, -0.7, -6, 3, 0, -1.9, -4
CC1(C)CC(=O)C2=C(C1)N=C1c3ccccc3C(=O)C1C2c1ccc(Cl)cc1 (stereo not drawn)
→ -1, 1, -1.3, 0.1, -1.0, -0.5, -3, -3, 6, 0.1, 3
Cc1ccc(/C(N)=N/OC(=O)CSc2ccccc2)cc1
→ -3, 5, 0.1, 10, 3.2, 4.0, 0, 4, 4, 1.0, 0
CCN(CC)C(=O)COc1ccc(CC(=O)O)cc1OC
→ -7, -2, -0.8, 0.1, -0.2, 1.0, 1, 0, -3, -0.3, -1
Cc1ccc(CN2CC(C(=O)Nc3nc(C)cs3)CC2=O)cc1 (stereo not drawn)
→ 0, 0, -0.8, -1.3, 2.0, 0.7, 2, -5, 4, 1.0, 7
COC(=O)[C@@]12C[C@@H](CC(=O)N3CCN(C(=O)c4ccco4)CC3)C(=O)N(Cc3ccc4c(c3)OCO4)C1=CCC(C)(C)C2
→ -2, 1, -0.7, -0.7, -1.6, x, 3, 0, 3, -1.2, 0
COc1cc(C(=O)Nc2cccc(S(=O)(=O)N3CCCC3)c2)cc(OC)c1C
→ 2, 5, -2.0, 3.3, -1.9, -2.2, 0, 0, -297, -1.0, 0
CCc1ccc(NC(=O)CSc2nc(=O)n(CCCN(C)C)c3c2CCC3)cc1
→ 0, -1, -1.0, 0.0, 0.2, 0.1, -2, 1, -3, -1.4, 4
CCOc1cccc(C2C(C(=O)c3ccc(C)o3)=C(O)C(=O)N2Cc2ccncc2)c1 (stereo not drawn)
→ -5, -1, -1.0, 2.3, -0.7, -0.2, 10, -1, -3, 0.1, -4
CCc1ccc(CNC(=O)C2CCC(=O)N2C2CCCCC2)cc1 (stereo not drawn)
→ -6, 4, -0.5, -0.1, -1.2, 0.1, -4, -2, -1, -0.4, 3
COCC(C)NC(=O)C(C)N1c2cccc3cccc(c23)S1(=O)=O (stereo not drawn)
→ -42, 1, -1.2, 0.7, 0.4, -1.2, 5, 0, -227, -0.1, -157
